Myeloid diff MLP: induction of myeloid progenitor differentiation, primary screen, cell-based, flow cytometry, MLPCN library; ER-HoxA9 myeloid progenitors, lysozyme-GFP differentiation; calls only at 10 µM; 360,000 compounds, 1% hits; AID 624256, 2012;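 active means normalized GFP-positive differentiation at or above the plate's own cutoff, the solvent-only control mean plus 3 SD; inconclusive means no clear call, values can overlap the other calls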;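 further: cells exposed to compound for four days before flow analysis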
SV40 large T antigen: SV40 large T antigen inhibitors, biochemical (AID 1903); inhibition, % at 20 µM; hits with a dose series show IC50 in µM; SV40 large T antigen ATPase/helicase inhibition assay; higher % means a stronger effect; 310,000 compounds, 0.39% hits; in the data active means a potency from the dose series; inconclusive means inhibition mostly from about 32% at the one dose, without a potency; inactive means the rest, 99 in 100 with inhibition below about 32%; further: strong numbers were not always called active
K1F lysis inhibition: inhibition of K1F phage lysis, E. coli UTI89, bacterial capsule biogenesis inhibitors, alamar blue (AID 488966); one-dose inhibition, % at 100 µM; IC50 in µM for titrated hits; 340,000 compounds, 0.02% hits; E. coli UTI89 K1F phage lysis, alamar blue, 2 h; higher % means a stronger effect;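 active means phage lysis inhibition, versus mean bacterial control, above a set limit; inconclusive means no clear call, values can overlap the other calls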;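 further: capsule biogenesis inhibitors block K1F phage lysis so surviving cells raise fluorescence; higher fluorescence means more inhibition of phage lysis; actives were called in the ten point dose series up to 300 µM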
TNAP activation fold: human TNAP enzyme activators, primary screen, biochemical, luminescent, no phosphate acceptor, uHTS (AID 1001) | Alkaline phosphatase, tissue-nonspecific isozyme (Homo sapiens) | purified TNAP, luminescent activation assay, no phosphate acceptor; higher activation fold means a stronger effect | activation fold at 20 µM; hits with a dose series show EC50 in µM | 200,000 compounds, 0.03% hits; in the data active means activation fold from about 3, or a potency from the dose series; inactive means the rest, 99 in 100 with activation fold below about 1.6; further: many of its hits are not listed in these tables
T cell modulator: modulators of CD8 T cell-vesicle binding, primary screen, mouse 2C CD8+ T cells, flow cytometry. 330,000 compounds, 0.068% hits. AID 2052, 2009. calls only at 7 µM. 2C CD8+ T cell-vesicle binding; stronger effect = lower value;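 active means response, share of CD8 T cells binding vesicles, and their 90th percentile fluorescence all below set limits, cut at about 80% in these data, passing the limit was not always enough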
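Material: 2C TCR transgenic mouse naive CD8+ T cells, MACS-purified. Also added: QL9-charged Drosophila Ld/ICAM-1/B7-1 vesicles. Timing: binding 1.5 h at 37 °C. Measured by: high-throughput flow cytometry with anti-B7-1 and anti-CD8 staining. Read-out: percent CD8+ FL2 mean versus row control. Controls: Unloaded micro-vesicles (low), QL9 vesicles with 0.7% DMSO (high).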
NTR1 ag: agonists of NTR1, primary screen, imaging, U2OS cells, beta-arrestin-GFP, high content (AID 493036) | Neurotensin receptor type 1 (Homo sapiens), P30989 | NTR1-U2OS beta-arrestin-GFP spot imaging, agonist mode | activation, % at 20 µM | 330,000 compounds, 0.17% hits;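 active means activation at or above 40% of the spot to cytoplasm intensity ratio, with at least 20 cells analyzed; inconclusive means wells under 20 cells, flagged as cytotoxic or low count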;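 further: 0% = DMSO without peptide and 100% = 100 nM NTR1 peptide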
Target sequence (P30989 whole entry, looked up): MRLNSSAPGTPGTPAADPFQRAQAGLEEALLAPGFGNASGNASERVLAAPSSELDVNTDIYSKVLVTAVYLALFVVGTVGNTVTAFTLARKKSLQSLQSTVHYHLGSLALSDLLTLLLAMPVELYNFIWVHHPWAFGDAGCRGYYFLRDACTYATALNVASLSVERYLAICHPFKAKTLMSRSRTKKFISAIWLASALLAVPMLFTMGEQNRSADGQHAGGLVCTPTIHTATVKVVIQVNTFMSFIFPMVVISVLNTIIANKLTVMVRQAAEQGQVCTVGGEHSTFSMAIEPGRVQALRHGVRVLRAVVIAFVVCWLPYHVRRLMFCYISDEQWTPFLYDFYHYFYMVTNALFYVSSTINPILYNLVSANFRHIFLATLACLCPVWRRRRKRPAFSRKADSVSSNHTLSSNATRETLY
RSV antiviral HEp-2: RSV antiviral activity via CPE protection, HEp-2 cells, primary 10 µM value included (AID 2391) | 310,000 compounds, 0.13% hits | HEp-2 cells, RSV-induced CPE inhibition; higher % means a stronger effect | one-dose CPE inhibition, % at 10 µM; IC50 in µM for titrated hits; in the data active means a potency from the dose series; inconclusive means CPE inhibition mostly from about 23% at the one dose, without a potency; inactive means the rest, 99 in 100 with CPE inhibition below about 21%; further: strong numbers were not always called active
Salmonella PhoP GFP: inhibitors of PhoP regulon expression, primary screen, Salmonella Typhimurium, GFP reporter (AID 1863). S. Typhimurium PhoP-regulated promoter GFP reporter, 4 h; higher % means a stronger effect. one-dose inhibition, % at 50 µM; IC50 in µM for titrated hits. 300,000 compounds, 0.16% hits;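 active means inhibition over 29.93%, a cutoff 3 SD above the screen mean, later confirmed by dose response; inconclusive means inhibition over 29.93% but no dose response follow-up; inactive means inhibition at most 29.93% or unconfirmed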;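 further: 0% = low Mg2+ inducing control and 100% = high Mg2+ repressing control; strong numbers were not always called active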
MgcRacGAP inhibition: MgcRacGAP GTPase-activating activity inhibitors, confirmation, biochemical, ADP Hunter fluorescence; Rac GTPase-activating protein 1 (Homo sapiens); 340,000 compounds, 0.6% hits; MgcRacGAP-stimulated Rac1 GTP hydrolysis, ADP Hunter fluorescence; higher % means a stronger effect; GST-tagged Rac1 F28L mutant substrate; AID 624330, 2012; inhibition, % at 30 µM; hits with a dose series show IC50 in µM;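 active means first-screen hits whose inhibition reached a set limit at any dose in the follow-up dose series; inconclusive means inhibition above the set first-screen limit but never retested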;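 further: fluorescence reports GDP produced by GAP-driven GTP hydrolysis; strong numbers were not always called active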
T cell modulator vesicle-bound %: recorded beside T cell modulator, whose call it bears; double positive events, %; measured here: CD8+ vesicle-bound cell fraction;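 binding gate set so that unloaded-vesicle control wells show 10% double positive cells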
NTR1 ag cell count 20 µM: second read-out of NTR1 ag, no call of its own (marks repeat the call); cell count; measured here: cell count, cytotoxicity flag
Myeloid diff MLP GFP+ MAC1+ %: further read-out of Myeloid diff MLP, marked with its call; GFP+ MAC1+ double positive, %; measured here: differentiation confirmed by MAC1 staining
Numbers without * were called inactive; i = inactive; ? = inconclusive; · = no result given; + = active, no number; [ ] = another dose, or the depositor's remark.

| no. | SMILES | Myeloid diff MLP | Myeloid diff MLP GFP+ MAC1+ % | SV40 large T antigen | K1F lysis inhibition | TNAP activation fold | T cell modulator | T cell modulator vesicle-bound % | NTR1 ag | NTR1 ag cell count 20 µM | RSV antiviral HEp-2 | Salmonella PhoP GFP | MgcRacGAP inhibition |
| --- | --- | --- | --- | --- | --- | --- | --- | --- | --- | --- | --- | --- | --- |
| 1 | Cc1cc(C(=O)CN2C(=O)C(=O)N(C3CCCC3)C2=O)c(C)n1-c1ccc(F)cc1 | i | 0.0 | 3.7% | 0.7% | 1 | i | 49.5 | -0.2 | 53 | 3.5% | 7.1% | 3.5% |
| 2 | C=CCN(c1ccccc1)S(=O)(=O)c1cccc(C(=O)NCc2ccco2)c1 | i | 0.4 | · | 0.4%[50 µM] | · | i | 27.4 | -2.0 | 49 | · | · | 4.1% |
| 3 | O=C(COC(=O)/C=C/c1ccco1)Nc1ccccc1 | i | 0.3 | 14.5% | 0.5% | 1.2 | i | 54.7 | 2.1 | 49 | 1.6% | 2.8% | 6.2% |
| 4 | CCN(CC(=O)Nc1ccc(NC(C)=O)cc1)C(=O)/C=C/c1cn(-c2ccccc2)nc1-c1ccc(C)cc1 | i | 4.2 | 22.6% | 0.0% | · | i | 64.2 | 1.7 | 52 | 11.4% | 0.2% | 7.3% |
| 5 | Cc1nn(CC(=O)N2CCCC2)c(=O)c2cc3cc(F)ccc3n12 | i | 3.0 | 7.6% | 0.0% | · | i | 44.3 | 0.1 | 61 | 4.2% | -6.0% | 12.0% |
| 6 | Cc1nn(Cc2ccc(F)cc2)c2sc(C(=O)Nc3ccc(N4CCOCC4)cc3N3CCOCC3)cc12 | i | 1.0 | 23.9% | 2.8% | 1 | i | 45.9 | 3.4 | 36 | 3.9% | 17.7% | 9.2% |
| 7 | O=S(=O)(c1ccccc1)c1ccc(NCc2ccco2)cc1 | i | 7.1 | 13.1% | -2.2% | 1.1 | i | 54.8 | 2.1 | 40 | -0.1% | 19.8% | 1.6% |
| 8 | CC1(C)Cc2nc3nc(SCC(=O)NCCc4ccccc4)n(-c4ccccc4)c(=O)c3cc2CO1 | i | 2.6 | 11.3% | 1.3% | 1.1 | i | 27.3 | 0.6 | 66 | 2.2% | -4.6% | 0.8% |
| 9 | Cc1ccccc1OCC(=O)Nc1ccc(N2CCN(C)CC2)c(Cl)c1 | i | 1.4 | -10.3% | -0.1% | · | i | 14.5 | -1.0 | 44 | -0.7% | 6.0% | 5.8% |
| 10 | O=C(N/N=C/c1ccccc1Br)C1CC1 | i | 0.3 | -0.7% | 0.6% | 1.1 | i | 56.4 | 0.9 | 36 | -0.8% | 2.4% | 2.8% |
| 11 | COc1cccc2cc(C(=O)N3CCN(C/C=C/c4ccccc4)CC3)c(=O)oc12 | i | 1.3 | 2.5% | 0.7% | 1.1 | i | 21.4 | -2.7 | 54 | 0.0% | -0.2% | 1.1% |
| 12 | Cc1cccc(N2C(=NC(=O)c3ccccc3)SC3CS(=O)(=O)CC32)c1 (centres undefined) | i | 1.0 | 11.9% | 0.1% | · | i | 38.0 | 0.6 | 60 | 2.1% | 11.2% | 9.1% |
| 13 | O=C1C2C3C=CC(C3)C2C(=O)N1CC1CCCO1 (centres undefined) | i | 3.2 | 4.4% | 0.4% | 1.1 | i | 53.1 | -0.6 | 89 | 2.4% | -11.8% | 2.2% |
| 14 | Cc1ccnc(NC(=O)c2oc3ccccc3c2C)c1 | i | 0.8 | 13.2% | 1.1%[50 µM] | · | i | 23.5 | 1.1 | 76 | -1.0% | 15.5% | 7.0% |
| 15 | Cc1cc(=O)oc2ccc(OCC(=O)O)cc12 | i | 2.2 | 3.8% | -0.1% | 1 | i | 32.9 | -2.2 | 99 | 3.9% | -4.1% | -0.6% |
| 16 | Cc1cc(C)c(OCC(=O)OCC(=O)NC2CCC(C)CC2)c(C)c1 (centres undefined) | i | 0.4 | 11.8% | 1.2%[50 µM] | · | i | 54.3 | -0.7 | 63 | -1.5% | -3.8% | 11.3% |
| 17 | CC(C(=O)N1CCc2ccccc21)n1cnc2c1c(=O)n(C)c(=O)n2C (centres undefined) | i | 0.8 | · | 2.0%[50 µM] | · | i | 22.3 | -0.4 | 60 | 0.3% | · | -1.2% |
| 18 | CCN(CCn1cccn1)Cc1ccccc1OCC(O)CN1CCc2ccccc2C1 (centres undefined) | i | 0.9 | 1.9% | 0.0% | 1.1 | i | 20.9 | 1.9 | 61 | -1.8% | 5.5% | 7.9% |
| 19 | Cc1[nH][nH]c(=O)c1C(c1ccc(Cl)cc1)c1c(C)[nH][nH]c1=O | i | 0.9 | 20.9% | 1.1% | · | i | 20.0 | 2.7 | 67 | 0.2% | -3.2% | 7.4% |
| 20 | COc1ccc(C(=O)O/N=C(\C)c2ccccc2)cc1 | i | 0.6 | 5.7% | 2.7% | 1.1 | i | 31.0 | -0.4 | 61 | 0.9% | 12.2% | 7.3% |
| 21 | N#C/C=C1\n2c(nc3ccccc32)OC12CCCCC2 | i | 1.2 | 13.9% | -0.3% | 1.1 | i | 21.7 | -1.3 | 100 | 3.2% | 9.9% | -1.4% |
| 22 | COc1cc(C2C(C(C)=O)=C(O)C(=O)N2Cc2ccccc2)ccc1O (centres undefined) | i | 0.8 | 9.6% | 1.2%[50 µM] | · | i | 34.3 | -0.5 | 89 | 5.5% | 0.3% | 1.0% |
| 23 | Cc1ccc(C(OCC(O)CNCc2ccc(F)cc2)c2ccccc2)cc1 (centres undefined) | i | 0.9 | 8.1% | 0.8% | · | i | 61.4 | 32.9 | 84 | ? | -5.5% | 25.1% |
| 24 | Cc1ccc(S(=O)(=O)NC(=O)Nc2cc(C(C)(C)C)on2)cc1 | i | 1.0 | 5.8% | · | · | i | 53.7 | 0.2 | 51 | · | -0.5% | · |
| 25 | CN(C)CCCN(C(=O)C1COc2ccccc2O1)c1nc2ccc(F)cc2s1 (centres undefined) | i | 0.5 | 10.4% | 1.3%[50 µM] | 1.1 | i | 55.8 | 0.3 | 58 | 1.7% | -11.5% | 10.1% |
| 26 | Cc1cc(C)c(S(=O)(=O)c2ccccc2C)c(Cl)n1 | i | 4.5 | 20.5% | 1.6% | 1.1 | i | 7.1 | -1.7 | 65 | 0.1% | 1.3% | 7.4% |
| 27 | Cc1cccc(NC(=O)C2CCN(C(=O)NCc3ccccc3)CC2)c1C | i | 0.0 | 6.7% | -1.6% | · | i | 30.9 | -0.7 | 42 | 2.4% | 4.4% | 3.5% |
| 28 | COc1cc(/C=C/C(=O)OCC(=O)N2CCCC2)ccc1OCC#N | i | 0.7 | · | 1.3%[50 µM] | · | i | 25.6 | -2.5 | 60 | 0.9% | · | 2.3% |
| 29 | CCCC1=NN2C(=N)/C(=C\c3cc(C)n(Cc4ccccc4)c3C)C(=O)N=C2S1 | i | 0.6 | 11.4% | -3.3% | · | i | 47.8 | -0.5 | 40 | 10.5% | -7.0% | -0.3% |
| 30 | C=CCn1c(-c2sccc2C)n[nH]c1=S | i | 0.2 | 11.3% | 2.0% | 0.8 | i | 28.5 | -1.7 | 59 | -0.2% | -12.7% | 8.0% |
| 31 | O=C(CCNC(=O)N1CC(=O)Nc2ccccc21)NCc1ccc(F)cc1 | i | 3.4 | 3.2% | 0.1% | · | i | 22.6 | -0.4 | 70 | 0.2% | -0.8% | -3.3% |
| 32 | Cc1cc(C)c2[nH]c3nc(SCC(=O)O)nnc3c2c1 | i | 0.7 | 18.2% | -3.8% | · | i | 27.0 | 0.8 | 69 | -0.6% | 8.7% | -12.4% |
| 33 | C=CCN1C(=O)C(O)(CC(=O)c2ccco2)c2cc(Br)ccc21 (centres undefined) | ? | · | 5.5% | -2.5% | 1.1 | i | 21.9 | 0.0 | 95 | 3.5% | 2.0% | -7.0% |
| 34 | Cc1ccc(NC(=S)NCC2CCCO2)c(OC(F)F)c1 (centres undefined) | i | 0.0 | 5.3% | 1.0%[50 µM] | 1.1 | i | 49.6 | -0.8 | 49 | 1.4% | -2.4% | 5.0% |
| 35 | O=C(O)c1ccc(Nc2ncnc3c2cnn3Cc2ccccc2)cc1 | i | 0.0 | -0.5% | -1.2% | 1.1 | i | 63.4 | 0.4 | 50 | -1.3% | 5.6% | -0.3% |
| 36 | CC(=O)Nc1ccc(/C(C)=N/NC(=O)c2ccc(CN3CCOCC3)cc2)cc1 | i | 0.2 | 15.1% | 1.5% | 1 | i | 52.7 | -0.6 | 23 | -1.8% | -4.1% | 2.5% |
| 37 | CC(C)OC(=O)CC1C(=O)NCCN1C(=S)NC(=O)CCc1ccccc1 (centres undefined) | i | 0.5 | 1.8% | 0.2% | 1 | i | 60.6 | -1.1 | 80 | 1.2% | 5.6% | 4.7% |
| 38 | Oc1cccc(C=NCc2ccccc2)c1O | i | 1.8 | ? | 1.8% | 1.1 | i | 10.5 | -1.9 | 106 | -0.3% | 106µM* | 4.8% |
| 39 | CC(C)OC(=O)/C(=C\c1ccc2c(c1)c1ccccc1n2C)NC(=O)c1ccccc1 | i | 0.1 | 2.1% | 1.3% | 1.1 | i | 5.2 | 4.1 | 45 | -2.2% | -5.8% | 7.2% |
| 40 | COc1ccc(NC2=NCC(=O)N2c2ccccc2F)cc1 | i | 1.6 | 21.3% | 5.8% | 1.1 | i | 3.0 | 1.3 | 63 | 0.0% | -5.8% | 5.4% |
| 41 | CSc1ccc(CNc2ncc(-c3cccc([N+](=O)[O-])c3)n2C)cc1 | i | 0.5 | 18.8% | -1.9% | · | i | 11.4 | 0.5 | 63 | 0.1% | 3.9% | 31.8% |
| 42 | COc1cccc(/C=C2\SC(=O)N(CCC(=O)NNC(=O)c3ccccc3Cl)C2=O)c1 | i | 2.0 | -12.4% | 2.9%[50 µM] | 1 | + | 0.2* | -0.4 | 63 | 0.6% | 3.5% | 4.1% |
